SW480 rereplic = A quantitative high throughput screen for small molecules that induce DNA re-replication in SW480 colon adenocarcinoma cells; SW480 DNA re-replication, Hoechst DNA content imaging, 48 h; Potency, µM (top dose mostly 46.1 µM), without a hit: top-dose re-replication activation, usual class: activators; 340,000 tested, 1.8% active; note: potency is the fitted concentration of half-maximal effect; % of control where 0% means no effect; nearly all actives have a fitted effect of over 55% in size
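Hoechst fluorescence of nuclei (405 nm excitation, 500-530 nm emission) measured by plate-scanning imager after 48 hr compound exposure at 37 C; re-replication scored as increased number of nuclei with elevated intensity.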
MCF10A rerep = A quantitative high throughput screen for small molecules that induce DNA re-replication in MCF 10a normal breast cells. MCF 10A DNA re-replication, Hoechst nuclear intensity, 48 h. Potency, µM (titrated, usually from 46.1 µM), for inactives: top-dose activity, positive = re-replication, most hits filed as activators. 350,000 tested, 2.9% active. AID 624296, 2012; note: potency is the fitted concentration of half-maximal effect; % of control where 0% means no effect; nearly all actives have a fitted effect of over 50% in size
HepG2 tox = qHTS for Inhibitors of TGF-b: Cytotox Counterscreen; 410,000 tested, 0.76% active; HepG2 CAGA-GFP viability, ATP luminescence, 18 h; Potency, µM (series often up to 46.1 µM), without a hit: top-dose activity change, negative = cytotoxicity, most hits filed as cytotoxic; note: potency is the fitted concentration of half-maximal effect; some results filed as inactive show a strong effect at the top dose
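HepG2 CAGA-GFP cells (1000/well, DMEM with 1% FBS) received compound, then TGF-beta at 500 pg/mL final, and were incubated 18 hours at 37 degrees C. Viability was read by CellTiter-Glo luminescence. Media-only wells were set as complete cell-killing and DMSO as no toxicity.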
HT1080-NT tox = qHTS for induction of synthetic lethality in tumor cells producing 2HG: qHTS for the HT-1080-NT fibrosarcoma cell line. AID 686970, 2013. HT-1080-NT fibrosarcoma viability, CellTiter-Glo ATP luminescence, 48 h. Potency, µM (doses to about 46.1 µM), for inactives: at the top dose activity, negative = less viability, usual class: cytotoxic. 360,000 tested, 1.6% active;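 note: NT is the 2HG producing partner of a matched IDH1 knockdown line; potency is the fitted concentration of half-maximal effect; 0% = DMSO-treated cells and -100% = media-only wells without cells; nearly all actives have a fitted effect of over 55% in size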
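A 48-hour cytotoxicity screen used HT-1080-NT cells plated 2 hours before compound delivery. ATP-based CellTiter-Glo luminescence measured viability, normalized to DMSO and no-cell controls.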
HT1080 IDH1KD tx = qHTS for induction of synthetic lethality in tumor cells producing 2HG: qHTS for the HT-1080-IDH1KD cell line | HT-1080 IDH1 knockdown viability, ATP luminescence, 48 h | Potency, µM (highest dose often 46.1 µM), for the others: at the top dose activity, negative = toxicity, actives largely listed as cytotoxic | 360,000 tested, 2% active | AID 686971, 2013;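 note: potency is the fitted concentration of half-maximal effect; 0% = DMSO wells and -100% = cell-free medium wells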
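Luminescent ATP read-out (CellTiter-Glo, 10 min at room temperature) after 48 h compound exposure at 37 °C gave viability of IDH1-knockdown HT-1080 cells. Activity was normalised to DMSO and cell-free wells, then fitted as concentration-response curves.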
ATXN viability = Viability Counterscreen for Primary qHTS for Inhibitors of ATXN expression. 400,000 tested, 0.49% active. S2 cells (HEK-293 line with an ATXN2-luciferase reporter) viability, CellTiter-Fluor protease fluorescence, 24 h. AID 651635, 2014. Potency, µM (series often up to 56.7 µM), hits mostly cytotoxic; note: potency is the fitted concentration of half-maximal effect; nearly all actives have a fitted effect of over 40% in size
KB-3-1 cytotox = qHTS assay for MDR1-selective chemotherapeutics: Primary screen using the parental adenocarcinoma cell KB-3-1; KB-3-1 viability, CellTiter-Glo ATP luminescence, 72 h; Potency, µM (series often up to 46.1 µM), for the others: at the top dose activity change, negative = cytotoxic, most hits filed as cytotoxic; 400,000 tested, 1.4% active; note: potency is the fitted concentration of half-maximal effect; % is set by controls: 0 for no effect and ±100 for the full control effect; nearly all actives have a fitted effect of over 60% in size
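Viability of parental KB-3-1 cells, measured by CellTiter-Glo luminescence, followed a 72 h incubation at 37 °C with pinned compounds in phenol-red-free DMEM containing 10% FBS.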
ATXN2 expr inh = Primary qHTS for Inhibitors of ATXN expression; Potency, µM (titrated, usually from 57 µM), for the others: at the top dose activity change, negative = inhibition, most hits filed as inhibitors; 360,000 tested, 0.72% active; HEK-293 ATXN2-luciferase reporter, luminescence, 24 h; AID 1745845, 2022; note: potency is the fitted concentration of half-maximal effect; % is set by controls: 0 for no effect and ±100 for the full control effect; nearly all actives have a fitted effect of over 55% in size
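ATXN2-luciferase reporter cells (luciferase flanked by upstream and downstream ATXN2 gene portions) were treated 24 h at 37 °C with compounds at up to 57 uM. SteadyGlo luminescence gave expression; GF-AFC fluorescence gave viability.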
IL1B secr inh = qHTS for Inhibitors of Inflammasome Signaling: IL-1-beta AlphaLISA Primary Screen. activity change, % at 57.5 µM. THP-1 LPS/ATP IL-1B secretion, AlphaLISA, 16 h; hits give low values. AID 743279, 2014. 360,000 tested, 4.7% active; in the data active = activity change below about -50%; inconclusive = mostly about -30% to -49%; note: % is set by controls: 0 for no effect and ±100 for the full control effect
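THP-1 cells pretreated 1 hr with compounds (up to 57.5 uM final), then stimulated with LPS (250 ng/mL final) plus ATP (1.25 mM final); secreted IL-1B measured by AlphaLISA after 16 hr, decreased signal indicating inhibition.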
* hit, by the source's call; i = inactive; ? = inconclusive; . = not tested or not shown; [ ] = dose if it differs, or a comment. Unless noted, calls come from the whole dose curve; as a rule, active = well fitted curve in the direction sought with a large enough effect; inconclusive = small, poorly fitted or top-dose-only effect, or another doubt; inactive = no such curve, though single readings can be large; an effect the other way counts as inactive or inconclusive.

The first seven entries (preview)
Each structure is followed by: SW480 rereplic, MCF10A rerep, HepG2 tox, HT1080-NT tox, HT1080 IDH1KD tx, ATXN viability, KB-3-1 cytotox, ATXN2 expr inh, IL1B secr inh
CSc1ccc(OC2(C)CCN(Cc3ccc(OC(C)C)cc3)C2)cc1 (stereo unspecified)
    ., ., -44.0%, ?, ?, i, 0.0%, -18.7%, -10.3
CC(C)Cc1ccc(C#N)c(SCC(N)=O)n1
    -7.7%, -8.7%, 3.7%, 0.0%, -3.6%, i, 0.4%, 11.0%, 16.9
CC(C)NS(=O)(=O)c1ccc(Br)c(C(=O)OC(C)C(=O)NC2CCCCC2C)c1 (stereo unspecified)
    ?, -0.5%, -14.7%, -1.5%, -6.2%, i, -0.7%, 15.3%, -13.5
O=C(Nc1ccc(F)cc1F)N1CCN(c2ccc(Cl)c(Cl)c2)CC1
    ., ., -38.6%, ., ., ?, -28.6%, 20µM*, .
C[C@H](NC(=O)N1CCn2c1nc1ccccc12)C(=O)NC1CC1
    -17.3%, 1.3%, 0.0%, 6.4%, 14.4%, ?, -2.6%, ., 4.3
O=P(O)(O)COc1ccccc1P(=O)(c1ccccc1)c1ccccc1
    14.8%[9.22 µM], -3.5%, 10.1%, -9.5%, 0.8%, i, -3.5%, -6.1%, 18.8
CC1Sc2ccc(S(=O)(=O)NCCc3ccccc3)cc2NC1=O (stereo unspecified)
    -8.3%, -5.6%, -45.5%, -5.1%, 0.0%, i, -4.6%, ., -2.1

Results (from the top)
Each structure is followed by: SW480 rereplic, MCF10A rerep, HepG2 tox, HT1080-NT tox, HT1080 IDH1KD tx, ATXN viability, KB-3-1 cytotox, ATXN2 expr inh, IL1B secr inh
CSc1ccc(OC2(C)CCN(Cc3ccc(OC(C)C)cc3)C2)cc1 (stereo unspecified)
    ., ., -44.0%, ?, ?, i, 0.0%, -18.7%, -10.3
CC(C)Cc1ccc(C#N)c(SCC(N)=O)n1
    -7.7%, -8.7%, 3.7%, 0.0%, -3.6%, i, 0.4%, 11.0%, 16.9
CC(C)NS(=O)(=O)c1ccc(Br)c(C(=O)OC(C)C(=O)NC2CCCCC2C)c1 (stereo unspecified)
    ?, -0.5%, -14.7%, -1.5%, -6.2%, i, -0.7%, 15.3%, -13.5
O=C(Nc1ccc(F)cc1F)N1CCN(c2ccc(Cl)c(Cl)c2)CC1
    ., ., -38.6%, ., ., ?, -28.6%, 20µM*, .
C[C@H](NC(=O)N1CCn2c1nc1ccccc12)C(=O)NC1CC1
    -17.3%, 1.3%, 0.0%, 6.4%, 14.4%, ?, -2.6%, ., 4.3
O=P(O)(O)COc1ccccc1P(=O)(c1ccccc1)c1ccccc1
    14.8%[9.22 µM], -3.5%, 10.1%, -9.5%, 0.8%, i, -3.5%, -6.1%, 18.8
CC1Sc2ccc(S(=O)(=O)NCCc3ccccc3)cc2NC1=O (stereo unspecified)
    -8.3%, -5.6%, -45.5%, -5.1%, 0.0%, i, -4.6%, ., -2.1
Cc1c([N+](=O)[O-])cc(C(=O)N2CCOCC2)cc1[N+](=O)[O-]
    -1.5%, 4.4%, 5.3%, 3.2%, 0.3%, i, 0.2%, 2.3%, 19.5
Cn1cc([N+](=O)[O-])c(C(=O)N/N=C/c2ccncc2)n1
    2.7%, 3.5%, 1.5%, -1.3%, -1.5%, i, 2.4%, 28.9%, 5.2
COc1cccc(CNC(=O)CSc2nnc3c(n2)[nH]c2ccc(OC)cc23)c1
    -2.8%, -0.2%, 0.5%, -0.8%, -15.9%, i, -8.6%, -7.1%, 21.2
CCOC(=O)CCNC(=O)c1ccccc1Br
    -9.3%, 4.6%, 0.8%, 1.6%, 5.5%, i, 7.0%, 17.2%, -1.4
CCN1CCN(CCC(=O)Nc2ccccc2C)CC1
    -5.4%, -5.2%, -0.7%, -7.8%, 4.2%, i, 9.0%, 6.8%, 8.2
O=C(Nc1cccc(-c2nc3cccnc3s2)c1)c1cccc(Br)c1
    ., ., 10.9%, ., ., i, ?, -15.4%, .
CC[C@]12C(=O)N(C)C[C@H]([C@@H]3C(=O)N(C)C(=O)[C@@H]31)N2C(=O)c1ccc(Cl)cc1
    -1.5%, 5.6%, 5.0%, 3.0%, -0.2%, i, 11.6%, 13.7%, -0.4
Cc1sc2nc(SCC(=O)N(CCO)CCO)n(C3CCCCC3)c(=O)c2c1C
    2.0%[9.22 µM], 4.0%, 2.5%, -12.2%, ?, i, -6.3%, -4.2%, ?
CCCOc1ccc(C(=O)CCC(=O)NNC(=O)Cn2nc(C)cc2C)cc1
    1.5%, 5.9%, 18.8%, 3.8%, 12.4%, i, ?, -1.1%, 4.2
Cc1cccn2c(=O)c(/C=C(\C#N)C(=O)NCc3ccco3)c(N3CCCCCC3)nc12
    -7.2%, -1.7%, -30.3%, -19.1%, -20.8%, ?, -3.3%, ., -29.3
CC1CCCCC1NC(=O)CCS(=O)(=O)c1cccc2nonc12 (stereo unspecified)
    -8.4%, 14.6%, 13.2%, -0.8%, 4.7%, i, 18.7%, 0.0%, -9.9
O=C(c1cccc(C(F)(F)F)c1)N1CCC(O)(CS(=O)(=O)Cc2ccc(Cl)cc2)CC1
    0.0%, 7.7%, -10.7%, -25.6%, -22.8%, i, -7.5%, -0.1%, 14.8
CC1(C)CC(=O)C=C(Nc2ccc(F)c(Cl)c2)C1
    -17.3%, -2.8%, -2.5%, 4.3%, 2.1%, i, 3.0%, -24.9%, -2.9
Clc1ccc(SCCOCCN2CCc3ccccc3C2)cc1
    8.2%, 9.4%, -34.1%, 23.1µM*, ?, i, -16.6%, ?, ?
O=c1cc(NCc2ccc3c(c2)OCO3)[nH]c(=O)n1-c1ccc(Cl)cc1
    -5.0%, 19.6%, -10.2%, -3.9%, -6.2%, i, 3.3%, -9.6%, 0.0
COc1cccc(NC(=O)c2ccc3c(c2)N(CC(=O)N2CCCCC2)C(=O)C(C)(C)O3)c1
    1.1%, 20.0%, -10.3%, -2.5%, -3.5%, i, -4.4%, 13.5%, -10.2
COc1ccc(NC(=O)CCS(=O)(=O)c2ccc(OC)cc2)cc1
    0.0%, -2.4%, -0.5%, -1.3%, 4.7%, ?, -3.6%, 5.5%, -4.0
CCOc1cc(C(=O)NCc2ccc3c(c2)CCN3C(=O)CC)cc(OCC)c1OCC
    ., ., -7.0%, ., ., i, -13.8%, 7.3%, .
CCc1cc(=O)oc2c3c(cc(OCC(=O)NCCCC(=O)O)c12)OC(C)(C)CC3
    -12.7%, -8.7%, 1.1%, 2.4%, 2.9%, i, 3.5%, ., 17.6
O=C(COC(=O)CCSc1ccccc1Cl)NCc1ccco1
    5.4%, 12.8%, -16.4%, 3.6%, 22.3%, ., -20.9%, 1.1%, -3.5
Nc1c(C(=O)Nc2ccccc2)nnn1-c1ccc2c(c1)OCCO2
    0.3%, 0.6%, 2.8%, -10.6%, -15.1%, i, -6.7%, -38.4%, -59.8*
C[C@@H](NC(=O)[C@@H]1CCCN1C(=O)[C@@H]1CCCN1C(=O)c1ccccc1)c1ccccc1
    ., ., ., 10.7%, 1.2%, i, 8.7%, -7.9%, 10.4
COc1ccc(-c2cc(NCc3ccc(F)cc3)n3cnnc3n2)cc1
    ., ., -19.0%, ., ., i, 0.3%, -19.3%, .
CC(=O)OCC(=O)c1c[nH]c2ccccc12
    -14.6%, -5.2%, -9.0%, 0.0%, 1.5%, i, 4.1%, 18.4%, 24.9
CCOc1ccc(N2C(=O)/C(=C/c3cccs3)N(C)C2=S)cc1
    0.4%, ?, -12.9%, -0.7%, -10.2%, i, -4.5%, -2.2%, 1.5
C=CCNC(=O)c1ccc2c(c1)N(CC)C(=O)c1ccccc1S2
    3.2%, 9.1%, -10.3%, 8.9%, 2.7%, i, 13.0%, -0.6%, 23.0
CCOc1ccc(N(CC(=O)NCCc2ccccc2)C(=O)CCC(=O)Nc2cc(C)ccn2)cc1
    2.0%, -5.3%, 3.6%, -4.0%, -1.3%, i, -10.0%, -16.6%, -9.3
C/C(=N/NC(=O)CSc1ccccn1)c1ccc([N+](=O)[O-])cc1
    -8.8%, 2.7%, 2.1%, 13.1%, 18.0%, i, -1.1%, 2.9%, 13.7
Cn1c(=O)cc(SCC(=O)NCCC2=CCCCC2)c2ccc(Cl)cc21
    -9.5%, -7.1%, 4.0%, -4.3%, 0.4%, ?, -3.9%, ?, -2.0
Cc1cnc(CNC(=O)C2CCC(=O)N(Cc3ccc(Cl)cc3)C2)[nH]1 (stereo unspecified)
    -6.5%, 0.2%, -0.5%, 14.7%, 17.8%, i, 7.0%, 4.0%, -3.6
O=C(COc1ccc(S(=O)(=O)N2CCCCC2)cc1)NCc1ccncc1
    13.0%, 1.2%, -0.3%, 0.1%, -2.8%, i, -20.5%, -1.0%, 1.0
COc1ccccc1-c1sc2cc3c(cc2c1C#CC1(O)CCCCC1)OCO3
    -3.9%, ?, -52.9%, -6.7%, -5.7%, i, 0.7%, 11.2%, -29.4
NC(=O)c1ccccc1NC(=O)CN1CCN(Cc2ccc(Cl)cc2Cl)CC1
    ?, 6.5%, -53.8%, 0.2%, -3.1%, i, ?, -23.0%, i
CCOc1ccccc1-n1nnc(S(=O)(=O)c2ccc(C)cc2)c1N
    ., ., -22.1%, ., ., i, -14.2%, -2.3%, .
CCc1ccc(C2CC(=O)NC(NC(=O)c3ccc(C(C)(C)C)cc3)=N2)cc1 (stereo unspecified)
    ., ., -3.5%, ., ., i, -5.2%, 1.8%, .

Assay outcomes as filed in PubChem.
